From PubChem BioAssay
SUMO1-SIM PPI – alters human SUMO1 binding to SIM partners; P63165; SUMO1 binding to a labelled peptide, TR-FRET, 1 h; inhibition, % at 20 µM; hit rate 0.33% among 360,000; AID 602429; in the data active = inhibition above about 37%
Rin1-Abl PPI inh – inhibitors of human Rin1-Abl protein interaction; TR-FRET Rin1/Abl binding, biochemical; inhibition, % at 7.35 µM; hit rate 0.4% among 360,000; in the data active = inhibition above about 5%, passing the limit was not always enough
STEP inh – blocks human striatal-enriched tyrosine phosphatase. P54829. recombinant STEP, OMFP fluorogenic substrate, fluorescence. inhibition, % at 20 µM. hit rate 0.25% among 360,000;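 active = inhibition at 20 µM, scaled per plate between control wells, above about 37%, limit read from the data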;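 note: 0% = DMSO with enzyme and substrate and 100% = substrate only without enzyme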
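System: isolated STEP enzyme; schedule: 20 min enzyme reaction at room temperature, protected from light; medium: Bis-Tris buffer pH 6.0, 2.5 mM DTT, 0.005% Tween 20; signal: fluorescence, 480/540 nm; dosing: single compound dose of 20 µM, 1% DMSO final; also added: OMFP substrate, 25 µM final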
Scp1 inh – Scp-1 (human) phosphatase inhibition; Q9GZU7; Recombinant Scp1, phosphopeptide, malachite green phosphate absorbance; inhibition, % at 20 µM; hit rate 0.88% among 340,000; AID 493091;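 active = inhibition above about 50% at 20 µM, limit read from the data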;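 note: plate controls were DMSO wells with enzyme for no effect and wells lacking enzyme for full effect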
Target sequence (Q9GZU7 76-261 limits assumed): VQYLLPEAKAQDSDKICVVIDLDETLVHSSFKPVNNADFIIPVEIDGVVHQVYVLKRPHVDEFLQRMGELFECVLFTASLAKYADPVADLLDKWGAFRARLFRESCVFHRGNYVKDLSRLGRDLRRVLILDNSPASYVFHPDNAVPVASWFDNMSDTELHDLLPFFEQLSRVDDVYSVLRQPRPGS
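assay system = SCP-1 phosphatase catalytic domain, residues 76-261 | buffer or medium = 50 mM Tris acetate pH 5.5, 0.005% Tween-20, 10 mM MgCl2 | incubation = enzyme reaction 45 min at room temperature, colour 5 min, stabilisation 30 min | signal = Phosphate-binding colour reagent, absorbance read at 630 nm | measure = % inhibition at 20 µM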
LMPTP block – blocks human LMPTP phosphatase; P24666; recombinant LMPTP-A, OMFP fluorogenic substrate, fluorescence intensity; inhibition, % at 20 µM; hit rate 0.22% among 360,000; AID 651560;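 active = compounds that cut the enzyme signal by at least half of the control window in the single-dose screen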;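 note: plate controls were DMSO wells with enzyme plus substrate for no effect and substrate without enzyme for full effect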
Target sequence (P24666 whole entry, looked up): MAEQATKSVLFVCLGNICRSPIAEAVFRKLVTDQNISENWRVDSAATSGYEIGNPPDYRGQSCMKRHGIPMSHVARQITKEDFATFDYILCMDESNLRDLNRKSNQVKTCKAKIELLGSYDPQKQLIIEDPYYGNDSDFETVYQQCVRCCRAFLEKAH
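Buffer or medium: Bis-Tris pH 6.0, DTT, detergent; Assay system: LMPTP-A enzyme; Quantity: 0.625 nM enzyme; Detection: endpoint fluorescence intensity; Times: 50 min dark incubation at room temperature; Controls: substrate-only low control, DMSO enzyme-plus-substrate high control; Doses: single 20 µM dose; Read-out: percent inhibition versus substrate-only and uninhibited controls; Reagent: 400 µM OMFP.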
NadD block – NadD (S. aureus) enzyme inhibition; AID 602399; inhibition, % at 20 µM; hit rate 0.78% among 360,000; purified NadD enzyme, colorimetric absorbance read-out; in the data active = inhibition above about 26%; note: some compounds past the cut are filed as inactive
Neddylation inh – blocks human cullin neddylation; calls only at 25 µM; hit rate 0.58% among 360,000; AID 651699; TR-FRET cullin neddylation, biochemical; in the data active = inhibition above about 36%
CSN deneddyl inh – inhibitors of human CSN-mediated cullin deneddylation; inhibition, % at 12.5 µM; AID 651999; Purified CSN, SCF-Nedd8-OG deneddylation, fluorescence polarization; hit rate 0.38% among 360,000; Q92905;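 active = pattern-corrected inhibition above about 35%, with an unprinted fluorescence ratio check between 0.5 and 1.5, limit read from the data, passing the limit was not always enough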;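 note: 0% = enzyme with substrate and 100% = substrate without enzyme; some results filed as inactive read as strong as hits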
Target sequence (Q92905 whole entry, looked up, one chain of several): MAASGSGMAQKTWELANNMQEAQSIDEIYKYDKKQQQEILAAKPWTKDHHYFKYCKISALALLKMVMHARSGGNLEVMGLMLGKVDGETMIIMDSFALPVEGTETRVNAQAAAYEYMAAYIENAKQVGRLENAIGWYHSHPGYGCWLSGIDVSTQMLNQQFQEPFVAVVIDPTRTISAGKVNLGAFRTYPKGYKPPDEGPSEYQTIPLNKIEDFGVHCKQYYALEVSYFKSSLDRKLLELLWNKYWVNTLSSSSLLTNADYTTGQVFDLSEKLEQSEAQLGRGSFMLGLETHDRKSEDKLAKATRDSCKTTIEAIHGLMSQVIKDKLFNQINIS
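assay system = purified human Csn5 enzyme expressed in HEK293T cells | amount = 0.24 nM enzyme | buffer or medium = Tris/NaCl/DTT buffer, pH 7.5 | reagent = 10 nM SCFSkp2-Nedd8OG | compound = one concentration, 12.5 µM, 0.25% DMSO | times = 90 min reaction at room temperature | signal = FP | read-out basis = % inhibition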
DNMT1 inh – DNMT1 (human) enzyme inhibition; DNMT1 molecular beacon, Hinp1I cleavage, fluorescence; inhibition (reported as % activation of signal), % at 10 µM; hit rate 0.83% among 360,000; in the data active = inhibition above about 50%
Rpn11 inh – Rpn11 (human) deubiquitinase inhibition; O00487; human 26S proteasome, Ub4-pepOG fluorescence polarization; 20S core pre-blocked with epoxomicin; calls only at 20 µM; hit rate 0.59% among 360,000; AID 588493;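 active = inhibition at 20 µM, scaled to each plate's controls, above about 33%, limit read from the data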
Target sequence (O00487 whole entry, looked up): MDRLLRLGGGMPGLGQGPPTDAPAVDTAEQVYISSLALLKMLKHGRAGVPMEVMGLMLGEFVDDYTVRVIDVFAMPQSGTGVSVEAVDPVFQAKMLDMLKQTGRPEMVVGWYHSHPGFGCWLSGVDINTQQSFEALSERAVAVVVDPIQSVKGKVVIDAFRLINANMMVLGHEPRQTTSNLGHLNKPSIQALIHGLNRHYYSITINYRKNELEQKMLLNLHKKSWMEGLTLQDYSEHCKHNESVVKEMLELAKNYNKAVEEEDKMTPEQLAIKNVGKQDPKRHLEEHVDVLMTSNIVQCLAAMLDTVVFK
* marks the source's active call; other numbers are inactive results; i = inactive; nt = no result given; + = active, no number.

SMILES	SUMO1-SIM PPI	Rin1-Abl PPI inh	STEP inh	Scp1 inh	LMPTP block	NadD block	Neddylation inh	CSN deneddyl inh	DNMT1 inh	Rpn11 inh
NC(=O)C1CCN(C(=O)CCNS(=O)(=O)c2ccccc2F)CC1	-4	1	-2	-6	-0.1	-1	i	-5	6	i
Cc1ccc(C(=O)/C=C\Nc2ccc(C)c(C)c2)cc1	-2	-2	1	-5	0.3	0	i	-13	6	i
Cc1nnc(SCC(=O)Nc2ccc3c(c2)OCO3)[nH]c1=O	3	3	2	-1	-0.7	-5	i	2	-2	i
CCS(=O)(=O)N1CCCC(C(=O)c2ccc(OC)cc2C)C1 (stereo not given)	3	2	0	-11	-0.9	-4	i	3	-6	i
Cc1csc(SCC(=O)c2c(N)n(CC(C)C)c(=O)n(C)c2=O)n1	1	-2	-4	-1	0.4	-3	i	-3	-1	i
O=Cc1ccc(-n2cccn2)cc1	-1	0	2	-4	0.0	-7	i	0	0	i
CCOC(=O)c1ccc(OS(=O)(=O)c2ccccc2)c(OC)c1	3	-2	-2	-6	0.8	-1	i	1	4	i
O=C(Nc1ccc(S(=O)(=O)N2CCOCC2)cc1)c1ccccc1F	0	1	-2	-7	-0.3	-3	i	2	-4	i
CN(C)c1ccc(-c2nc3cnccn3c2Nc2ccc3c(c2)OCCO3)cc1	-15	-4	-1	-2	-0.4	3	+	-1	-6	i
O=C(Cn1ccnc1)c1ccc(Cl)cc1	3	1	-1	-10	-0.6	-4	i	-2	0	i
COC(=O)c1c(NC(=S)NNC(=O)c2ccc(Cl)s2)sc(C(=O)N(C)C)c1C	9	0	0	-2	0.8	12	i	3	0	i
COc1ccccc1-c1c(C)oc2c(CN3CCCC(C)C3)c(O)ccc2c1=O (stereo not given)	2	-1	-2	-6	-0.6	0	nt	6	-1	i
COc1ccc(OCC(O)CN2C(=O)c3ccccc3S2(=O)=O)cc1 (stereo not given)	3	1	1	-5	-1.2	-1	i	3	-4	i
O=C1CC(N2CCN(c3ccccc3F)CC2)C(=O)N1c1ccc(F)cc1 (stereo not given)	1	-4	-11	21	-1.2	-5	i	1	2	i
COc1ccc(C(=O)Nc2ccnn2C2CCN(CCC(C)c3ccc(C)o3)CC2)cc1 (stereo not given)	3	0	3	-11	4.0	-1	i	-1	-1	i
CN(C(=O)COC(=O)C1(C)CC1(Cl)Cl)c1c(N)n(Cc2ccccc2)c(=O)[nH]c1=O (stereo not given)	-3	0	1	-4	0.6	4	i	-8	1	i
Cc1cccc(NS(=O)(=O)c2cc(Cl)ccc2Cl)n1	-2	0	-2	3	-0.4	8	i	4	2	i
CCc1ccc(N(CC(=O)N2CCCC2)S(C)(=O)=O)cc1	-4	-3	1	nt	1.2	-2	i	-5	-1	i
COc1ccccc1C(O)c1nccn1C (stereo not given)	0	-1	0	-14	-0.5	1	i	-3	1	i
O=C(NCc1ccc2c(c1)OCO2)c1c(-c2ccccc2)sc2ccccc12	-1	0	0	41	2.5	0	i	1	-36	i
COc1ccc([C@@H]2[C@@H]3C(=O)N(C(C)(C)C)C(=O)[C@@H]3[C@]3(Cc4ccc(Cl)cc4)C(=O)N(c4ccc(OC)cc4)C(=O)N23)cc1	6	-1	0	-9	2.3	7	i	0	-5	i
CC(=O)NC(CC(=O)NC(C)c1ccc(Cl)cc1Cl)c1ccccc1 (stereo not given)	1	-6	-1	-4	-1.4	-4	i	1	68*	i
COc1ccc(C(=O)NCC(=O)N2CCC(C)CC2)cc1OC	-2	2	-1	-3	-1.0	8	i	7	-1	i
CCCC(=O)Nc1cc(OC)c(NC(=O)NC2CCCCC2)cc1OC	3	1	-2	-9	-0.4	0	i	0	-3	i
COc1ccc2nc(NC(=O)CSc3nc(SC)ns3)sc2c1	2	-1	1	-4	1.1	0	i	4	-3	i

Results in NadD block, Neddylation inh and CSN deneddyl inh, for 2 of the compounds above:
Structure,NadD block,Neddylation inh,CSN deneddyl inh
O=C1CC(N2CCN(c3ccccc3F)CC2)C(=O)N1c1ccc(F)cc1 (stereo not given),-5,i,1
COc1ccc(C(=O)Nc2ccnn2C2CCN(CCC(C)c3ccc(C)o3)CC2)cc1 (stereo not given),-1,i,-1

Additional structures follow.
SMILES	SUMO1-SIM PPI	Rin1-Abl PPI inh	STEP inh	Scp1 inh	LMPTP block	NadD block	Neddylation inh	CSN deneddyl inh	DNMT1 inh	Rpn11 inh
CN(C(=O)CSc1nncn1-c1ccccc1)c1ccccc1	6	-1	2	-9	-0.5	-4	i	-3	-1	i
O=C(NCc1cccs1)c1ccc(-c2ccc(F)c(F)c2)c2ccoc12	0	-2	2	nt	5.2	-4	i	2	9	i
CSc1ccc(CN2CCN(C(C)C)C(CCO)C2)cc1 (stereo not given)	2	0	-5	-1	-0.4	6	i	6	-2	i
Cc1csc(-c2coc3cc(O)cc(C)c3c2=O)n1	-3	-5	-1	-1	0.7	-3	i	-1	-10	i
O=C(COC(=O)/C=C/c1ccc([N+](=O)[O-])cc1)NNC(=O)c1ccccc1	-29	-1	-1	-10	-0.8	-2	i	-4	-4	i
CCOC(=O)C1=C(C)N(C[C@@H]2CC[C@@H](Cc3ccc(-c4ccccc4)cc3)O2)C(=O)NC1c1ccc(Cl)cc1 (stereo not given in full)	11	-2	-1	-4	4.4	-1	i	-7	0	i
COc1ccc(CCNc2cc(-c3ccccc3)nc3ncnn23)cc1	-1	-1	7	3	1.0	-4	i	0	2	i
NC(=NC(=O)c1ccc(OCC(F)(F)F)nc1)c1ccccc1	0	-2	0	-8	4.1	-8	i	-4	17	i
Cc1ccc(C(=O)O)cc1N1C(=O)c2cccc3cc(Br)cc(c23)C1=O	-10	-4	1	-8	-1.9	-6	i	-4	3	i
Cc1ccc2nc(-c3cccnc3)oc2c1	-8	5	-3	-1	-1.1	0	nt	-2	0	i
CC(=O)N1c2ccccc2NC(=O)C1(C)C	1	-2	1	-1	-1.4	-1	i	1	1	i
CC(C)=CCCC(C)c1cc(C(=O)NCCc2ccc(O)cc2)c(N)s1 (stereo not given)	-1	nt	nt	nt	2.2	nt	i	12	nt	nt
Cc1ccc(NC(=O)N(CCCN2CCOCC2)Cc2cccnc2)cc1C	3	0	2	-5	-4.9	6	i	-2	-2	i
Cc1c(Cc2ccccc2)c(=O)oc2c(C)c(OC(C)C(=O)NCC3CCC(C(=O)O)CC3)ccc12 (stereo not given)	7	2	0	1	0.6	16	nt	0	1	i
CCCCN(C(=O)Cn1nnc2ccccc21)C(C(=O)NCc1ccco1)c1ccncc1 (stereo not given)	-2	-2	-7	-4	-0.9	6	i	3	1	i
CCNC(=O)C1(C)CCN(Cc2noc(-c3c(C)noc3C)n2)C1 (stereo not given)	0	-1	0	nt	-1.1	-8	i	1	1	i
O=C(CCc1nc(-c2ccccc2F)no1)Nc1cccnc1	-2	-1	1	-1	1.1	66*	i	-2	0	i
CCCS(=O)(=O)c1c(S(=O)(=O)CCC)c2ccc(C(C)=O)cn2c1C(=O)OC	-4	-1	-2	-6	-0.8	-3	nt	0	-1	i
O=C(NCCCN1CCCC1=O)C1CCN(S(=O)(=O)c2ccccc2)CC1	-1	0	1	-4	-0.8	0	i	10	-1	i
Cc1cc(C(=O)Nc2ccccc2N2CCOCC2)c2ccccc2n1	-3	0	3	2	-2.3	-1	i	-6	-4	i
CC1(C)CC(=O)C=C(Nc2ccc(Cl)cc2)C1	4	2	1	-2	-0.5	1	i	-7	1	i
COc1ccccc1C(C(=O)NC1CCCC1)N(C(=O)c1csnn1)C1CC1 (stereo not given)	0	5	-1	3	-0.9	1	i	5	0	i
CCC(C)C(NC(=O)C(Cc1ccc(O)cc1)NC(=O)OCc1ccccc1)C(=O)OC (stereo not given)	2	1	1	nt	-0.2	-3	i	-1	0	i
COC(C(=O)Nc1ccc(S(=O)(=O)Nc2c(C)cccc2C)cc1)c1ccccc1 (stereo not given)	2	-1	1	-12	-0.4	-11	i	-1	4	i
Cc1ccc(NC(=O)CC(C)CC2=NS(=O)(=O)c3ccccc3N2)cc1 (stereo not given)	3	1	0	1	0.9	-5	i	-1	-1	i

Next section; it opens with the two that closed the last part.
SMILES	SUMO1-SIM PPI	Rin1-Abl PPI inh	STEP inh	Scp1 inh	LMPTP block	NadD block	Neddylation inh	CSN deneddyl inh	DNMT1 inh	Rpn11 inh
COC(C(=O)Nc1ccc(S(=O)(=O)Nc2c(C)cccc2C)cc1)c1ccccc1 (stereo not given)	2	-1	1	-12	-0.4	-11	i	-1	4	i
Cc1ccc(NC(=O)CC(C)CC2=NS(=O)(=O)c3ccccc3N2)cc1 (stereo not given)	3	1	0	1	0.9	-5	i	-1	-1	i
CC1CCC2(CC1)NC(=O)N(CC(=O)NC(=O)NC1CCCC1)C2=O (stereo not given)	2	2	3	-5	-0.2	4	i	0	2	i
COCCN(C(=S)Nc1c(C)cccc1C)C(C)c1cccs1 (stereo not given)	6	4	5	-4	0.8	-6	i	-1	-3	i
CC1CCC(NC(=O)c2cc(S(=O)(=O)N3CCCCC3)c[nH]2)CC1 (stereo not given)	-4	-1	0	-3	0.2	2	i	3	1	i
COc1ccc(Cl)cc1S(=O)(=O)Nc1ccncc1	1	6	0	-5	4.7	-1	i	-18	7	i
Cc1ccsc1/C=N/NC(=O)CO	-6	1	2	1	-0.7	6	i	2	0	i
CCc1ccc(N2C(=O)CN(Cc3cccs3)C2=S)cc1	-4	-4	-4	-12	-0.7	-6	i	0	1	i
CCc1cc(CNC(=O)c2ccc3nc(Cc4ccc(OC)c(OC)c4)oc3c2)on1	-1	1	-2	4	-0.7	-4	i	-2	-2	i
CCOC(=O)c1cnc(-n2nc(C)cc2C)nc1NCCc1ccccc1	3	1	3	-14	2.6	12	i	2	-3	i
Cc1cccn2c(=O)c3cc(C(=O)N4CCN(C(=O)c5ccco5)CC4)n(C)c3nc12	0	-4	-1	-4	-0.6	6	nt	8	1	i
CCN(CC)S(=O)(=O)c1ccc2oc(Nc3ccc(OC)cc3OC)nc2c1	1	-2	-1	-2	0.6	3	i	-3	-1	i
COc1ccc(/C=N/Nc2nc(N3CCCC3)nc(N3CCCC3)n2)c(OC)c1OC	0	-4	-3	-5	1.7	5	i	-3	2	i
Cc1c(NC(=O)c2cc3c(s2)CCCC3)c(=O)n(-c2ccccc2)n1C	-4	2	-2	-4	1.1	-4	i	-4	0	i
CN1C(=O)CC(C(=O)O)SC1=Nc1cc(Cl)cc(Cl)c1 (stereo not given)	4	0	0	-2	-1.4	-2	i	-2	1	i
CCOC(=O)c1c(C)c(C(=O)Nc2ccc(N(C)C)cc2)c(C)n1CC	-3	0	-3	-2	-0.1	6	i	1	-6	i
O=C(c1cc(S(=O)(=O)N2CCOCC2)ccc1Cl)N1CCOCC1	1	-2	0	-9	-0.8	-7	i	1	-1	i
Cc1ccc(CNC(N)=S)cc1	0	3	-2	0	-1.3	-1	i	-4	6	i
C/C=C/C(=O)OCC(=O)Nc1nc2ccc(C)cc2s1	-1	1	0	-10	-3.4	5	i	-2	0	i
